Pol beta inh: blocks human DNA polymerase beta activity. Potency, µM (titrated, usually from 114 µM), for inactives: at the highest dose activity change, negative = inhibition, usual class: inhibitors. actives 1.3% (n = 340,000). P06746. AID 485314. Pol beta primer extension/strand displacement, fluorescence kinetic; note: potency is the fitted concentration of half-maximal effect; % is set by controls: 0 for no effect and ±100 for the full control effect
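Kinetic readout of DNA synthesis with strand displacement by Pol beta. Compound and 10 nM enzyme sit 15 min at room temperature; 50 nM substrate starts the reaction, read immediately and at 10 min.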
ERG-DNA inh: ERG Ets/DNA interaction inhibition | Potency, µM (titrated, usually from 76.9 µM), inactives show at the highest dose FP activity, negative = inhibition, usual class: inhibitors | actives 0.028% (n = 370,000) | fluorescence polarization, His-ERG Ets domain / labelled DNA; active = well fitted inhibition curve with a large enough effect in the polarisation, with a control signal flat; inconclusive = small, poorly fitted or top-dose-only effect, or effect the other way, or a change in a side signal; inactive = no such curve, though single readings can be large or run the other way; the % refers to the polarisation;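 note: polarization taken with two DNA probes labelled with fluorescein and Texas red; potency is the fitted concentration of half-maximal effect; % of control where 0% means no effect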
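His-tagged ERG Ets domain (1 uM in the protein solution; 300mM KCl, 50mM Tris-HCl, 1mM EDTA, 1mM DTT, pH 7.5) received compound, then a probe mix of 5 nM fluorescein-DNA and 100nM Texas-615-DNA. Fluorescence polarization was read for both dyes.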
ALOX12 inh: ALOX12 (human) lipoxygenase inhibition. P18054. purified 12hLO, xylenol orange hydroperoxide absorbance. actives 1.1% (n = 580,000). Potency, µM (highest dose often 108 µM), without a hit: at the highest dose activity change, negative = inhibition, actives largely listed as inhibitors; note: potency is the fitted concentration of half-maximal effect; % is set by controls: 0 for no effect and ±100 for the full control effect
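Hydroperoxide product was detected by ferrous iron/xylenol orange as the 573 to 405 nm absorbance ratio. Arachidonic acid at 40 uM (final) was turned over for 30 min at room temperature by 150 nM human 12hLO, pH 7.0 Hepes buffer, after 15 min compound preincubation.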
Anesthetic bind: candidate novel general anesthetic via apoferritin binding; apoferritin/1-aminoanthracene competitive binding, fluorescence; Potency, µM (series often up to 77.5 µM), for the others: at the top dose activity change, negative = displacement, hits mostly inhibitors; P02791; actives 0.074% (n = 350,000); note: potency is the fitted concentration of half-maximal effect; % is set by controls: 0 for no effect and ±100 for the full control effect; nearly all actives have a fitted effect of over 20% in size
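10 uM apoferritin + 50% sat. 1-AMA, PBS; cpd 10 min RT; Ex380/Em535 endpoint; normalized to free probe vs complex; 4-param Hill fit; propofol titration as pos. ctrl.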
BLM inh: inhibitors of human Bloom syndrome helicase BLM. P54132. recombinant BLM DNA unwinding, fluorescence dequenching. Potency, µM (series often up to 56.1 µM), inactives show at the highest dose activity change, negative = inhibition, hits mostly inhibitors. actives 0.2% (n = 350,000);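 note: potency is the fitted concentration of half-maximal effect; plate controls were vehicle for no effect and no enzyme for full effect; nearly all actives have a fitted effect of over 35% in size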
Target sequence (P54132 whole entry, looked up): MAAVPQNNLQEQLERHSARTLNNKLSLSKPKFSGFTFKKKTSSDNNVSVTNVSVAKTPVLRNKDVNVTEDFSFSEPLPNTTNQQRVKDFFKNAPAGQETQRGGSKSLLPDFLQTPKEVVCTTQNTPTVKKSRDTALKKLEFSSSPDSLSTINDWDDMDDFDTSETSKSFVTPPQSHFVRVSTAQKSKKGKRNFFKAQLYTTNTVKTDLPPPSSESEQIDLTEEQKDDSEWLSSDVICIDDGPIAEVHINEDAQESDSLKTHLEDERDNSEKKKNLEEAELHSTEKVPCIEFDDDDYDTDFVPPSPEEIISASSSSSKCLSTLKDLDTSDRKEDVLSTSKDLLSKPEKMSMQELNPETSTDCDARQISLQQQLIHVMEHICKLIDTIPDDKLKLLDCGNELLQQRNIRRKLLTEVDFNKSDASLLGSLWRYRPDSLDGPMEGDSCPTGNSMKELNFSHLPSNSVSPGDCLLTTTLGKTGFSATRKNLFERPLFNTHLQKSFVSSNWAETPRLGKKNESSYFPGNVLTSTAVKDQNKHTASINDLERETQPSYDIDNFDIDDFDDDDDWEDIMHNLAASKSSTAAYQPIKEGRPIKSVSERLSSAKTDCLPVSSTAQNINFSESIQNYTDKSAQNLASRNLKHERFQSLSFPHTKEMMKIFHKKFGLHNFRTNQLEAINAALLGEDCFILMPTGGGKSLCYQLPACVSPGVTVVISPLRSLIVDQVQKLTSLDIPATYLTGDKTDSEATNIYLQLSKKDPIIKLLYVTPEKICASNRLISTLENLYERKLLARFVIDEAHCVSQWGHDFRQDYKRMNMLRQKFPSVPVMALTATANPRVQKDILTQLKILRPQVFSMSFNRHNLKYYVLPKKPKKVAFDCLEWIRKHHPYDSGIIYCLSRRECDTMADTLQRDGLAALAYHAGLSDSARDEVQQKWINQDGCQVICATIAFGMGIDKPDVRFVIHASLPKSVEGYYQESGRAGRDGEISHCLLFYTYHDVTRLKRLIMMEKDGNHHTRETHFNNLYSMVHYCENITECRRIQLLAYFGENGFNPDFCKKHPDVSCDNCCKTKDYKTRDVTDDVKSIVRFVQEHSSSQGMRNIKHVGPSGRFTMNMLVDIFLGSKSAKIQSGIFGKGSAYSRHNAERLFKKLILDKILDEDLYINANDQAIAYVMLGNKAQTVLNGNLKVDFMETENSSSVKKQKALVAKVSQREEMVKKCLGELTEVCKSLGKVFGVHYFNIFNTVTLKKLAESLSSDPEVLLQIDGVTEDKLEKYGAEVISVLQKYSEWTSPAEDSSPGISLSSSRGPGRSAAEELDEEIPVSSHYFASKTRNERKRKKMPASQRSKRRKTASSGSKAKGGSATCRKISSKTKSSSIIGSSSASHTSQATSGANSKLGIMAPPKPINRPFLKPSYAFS
POLI inh: inhibitors of human DNA polymerase iota | Q9UNA4 | Pol iota fluorescent replication assay, 10 min | Potency, µM (doses to about 115 µM), inactives show top-dose activity, negative = inhibition, usual class: inhibitors | actives 1% (n = 390,000) | AID 588590; note: potency is the fitted concentration of half-maximal effect
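Fluorescent replication assay read twice, at 0 min and 10 min after adding 50 nM (final) substrate. Enzyme (10 nM) and compounds were first incubated 15 min at room temperature; enzyme-free buffer wells were negative controls.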
TRHR ag: TRH receptor (human) agonism. activation, % at 2 µM. TRHR cells, calcium flux fluo-8, FDSS agonist mode. actives 0.18% (n = 360,000). P34981; in the data active = activation above about 30%; note: 0% is about no effect
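TRHR-expressing cells, plated overnight in medium with 10% serum, were loaded with fluo-8 calcium dye at room temperature. After a 10 s baseline, library compound was pin-added and calcium release was recorded kinetically (ex 480/em 530) as agonist response.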
APE1 inh: blocks human APE1 abasic DNA cleavage. Potency, µM (series often up to 65.8 µM), without a hit: top-dose activity change, negative = inhibition, most hits filed as inhibitors. AID 2517. recombinant APE1, TAMRA/BHQ-2 abasic DNA cleavage fluorescence. P27695. actives 0.35% (n = 350,000);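 note: potency is the fitted concentration of half-maximal effect; plate controls were vehicle for no effect and reference inhibitor for full effect; nearly all actives have a fitted effect of over 55% in size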
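Enzyme (0.75 nM final) and test compound are incubated 15 min at room temperature before adding 50 nM quenched THF abasic-site duplex. Cleavage dequenches TAMRA, followed at 525/598 nm over three reads one minute apart.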
POLK inh: blocks human DNA polymerase kappa activity; actives 0.53% (n = 400,000); purified Pol kappa, fluorescent DNA synthesis assay, 10 min; Q9UBT6; AID 588579; Potency, µM (titrated, usually from 107 µM), inactives show at the highest dose activity, negative = inhibition, most hits filed as inhibitors; note: potency is the fitted concentration of half-maximal effect; % is set by controls: 0 for no effect and ±100 for the full control effect
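10 nM Pol kappa preincubated 15 min at room temperature with compounds, then reaction started with substrate at 50 nM final. Fluorescence read kinetically at 0 and 10 min; buffer-only wells served as negative control.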
Starred values were filed as active, the others as inactive; i = inactive; u = inconclusive; x = not tested or not shown; & = joins results of further samples; [ ] = another dose, or the depositor's remark. Unless noted, calls come from the whole dose curve; as a rule, active = well fitted curve in the direction sought with a large enough effect; inconclusive = small, poorly fitted or top-dose-only effect, or another doubt; inactive = no such curve, though single readings can be large; an effect the other way counts as inactive or inconclusive. The list is partial. The share of hits here may be higher or lower than overall.

Results follow in this order: Pol beta inh, ERG-DNA inh, ALOX12 inh, Anesthetic bind, BLM inh, POLI inh, TRHR ag, APE1 inh, POLK inh
> S=C(Nc1ccc(Cl)cc1)N1CCN(Cc2ccccc2)CC1
→ 20%, -5%, -7%, -8%, -7%, 15%, 1.4, 12%, -21%
> COCC(=O)N(Cc1cc2ccccc2[nH]c1=O)c1ccc(OC)cc1
→ 1%, -6%, -3%, -11%, 0%, -7%, 1.8, -2%, -3%
> CCn1nc(NS(=O)(=O)c2ccccc2)c2cc3cc(C)ccc3nc21
→ 4%, -5%, 34%, -9%, 2%, 1%, -1.0, -21%, -9%
> O=C(c1cccc(S(=O)(=O)N2CCc3ccccc3C2)c1)N1CCN(c2ccc(O)cc2)CC1
→ 29%, -3%, u, -13%, -8%, -19%, -0.2, -11%, -8%
> COc1ccc(CNC(=O)C2CCCN(S(=O)(=O)c3c(C)noc3/C=C/N(C)C)C2)cc1 (configuration not stated)
→ 3%, 2%, -9%, -11%, -1%, -16%, -0.2, -13%, -14%
> COC(=O)c1c(N2C(=O)CC(Sc3ccccc3C(=O)O)C2=O)sc(C)c1C (configuration not stated)
→ 16%, 10%, -18%, -12%, -8%, 68%[activator], -0.2, 3%, -6%
> Cn1c(NNC(=O)c2cccc3ccccc23)cc(=O)n(C)c1=O
→ 4%, -8%, 6%, -1%, -6%, 0%, 1.0, -7%, -24%
> COc1ccc(COC(=O)C2CCN(S(=O)(=O)c3ccc(F)cc3)CC2)cc1
→ x, -2%, 8%, x, x, 21%, 2.0, -13%, -7%
> COc1ccc(NC(=O)c2cc(-c3cc(C)c(C)cc3O)n[nH]2)c(OC)c1
→ 0%, 2%, 22%, -8%, -3%, 56%[activator], 0.2, -5%, 4%
> NC(=O)C(c1ccccc1)c1ccc(C(=O)c2ccccc2)cc1 (configuration not stated)
→ 24%, -5%, 0%, 2%, -3%, 28%, 0.3, 20%, -2%
> Cc1ccc(NC(=O)c2cn(-c3ccccc3)nc2-c2ccccc2)cc1
→ 4%, -5%, -17%, 7%, -2%, -27%, -1.0, x, -14%
> CN(Cc1ccc(OC(F)F)cc1)C(=O)c1ccc2c(=O)n3c(nc2c1)CCC3
→ x, 4%, 13%, x, x, 5%, 0.4, 19%, 0%
> Cc1cc2c(s1)CCCCC(=O)N2
→ 6%, -8%, -1%, -8%, -4%, 6%, -0.9, 0%, -28%
> Cc1cccc(NC(=O)CN2C(=O)N/C(=C/c3cc(C)n(-c4cccnc4)c3C)C2=O)c1
→ -20%, 9%, -21%, 3%, -11%, 88%[activator], -0.3, 0%, -8%
> COc1ccc(-n2nc3c(N4CCC(C(=O)NCCc5ccccc5)CC4)nnc(C)c3c2C)cc1
→ 15%, 2%, 8%, 5%, -8%, 18%, -1.0, x, 4%
> Cn1c(=O)c2c(nc(CN3CCc4ccccc4C3)n2Cc2ccc(Cl)cc2)n(C)c1=O
→ -1%, x, -19%, -9%, -9%, 23%, -0.6, -4%, -10%
> COc1ccc(OC)c(C2C=C(c3ccc(C)c(C)c3)Nc3nnnn32)c1 (configuration not stated)
→ 17%, 4%, u, -13%, -1%, 20%, 0.3, -1%, -4%
> O=C(NCc1cccs1)C1CCN(c2ccc(S(=O)(=O)N3CCOCC3)cc2Cl)CC1
→ 17%, 1%, 1%, -12%, -2%, 2%, -0.2, 5%, -6%
> CN(c1ccccc1)S(=O)(=O)c1ccc(Cl)c(C(=O)NC2=NCCS2)c1
→ -2%, 10%, 28%, -18%, -8%, -23%, -4.4, 12%, -12%
> NC(=O)CC(NC(=O)Cc1cccc2ccccc12)c1ccc(NCc2ccccc2)c([N+](=O)[O-])c1 (configuration not stated)
→ 5%, -5%, -12%, -12%, -2%, u, -0.3, 0%, 2%
> CCN1CCN(C(=O)c2ccc3c(=O)n(C4CCCC4)c(=S)[nH]c3c2)CC1
→ 12%, -4%, 0%, 3%, -16%, 35%[activator], 0.4, -2%, -29%
> CCc1ccccc1NC(=O)C(=O)NCCc1sc(-c2cccc(C)c2)nc1C
→ -3%, -2%, -19%, -12%, -2%, 14%, 1.2, x, 0%[60.1 µM]
> Cc1ccccc1NC(=O)CSc1nc2ccccc2c(=O)n1CC1CCCO1 (configuration not stated)
→ 6%, 2%, 9%, 6%, -3%, -15%, -0.2, 9%, -18%
> Cc1ccc(S(=O)(=O)N2CCOCC2)cc1NC(=O)COC(=O)CCC(=O)c1ccc(F)cc1
→ x, 1%, -28%, x, x, 21%, -0.3, -11%, -11%
> CCOc1ccc(-n2c(=O)c3c4c(sc3n(Cc3cccc(Cl)c3)c2=O)CCCC4)cc1
→ 26%, 12%, 5%, -1%, -1%, 30%, 0.2, x, 3%
> CC(C)(CNC(=O)C1CCN(S(=O)(=O)c2cc([N+](=O)[O-])ccc2Cl)CC1)N1CCOCC1
→ x, 3%, -9%, x, x, u, -0.3, 18%, -1%
> CC(=O)c1ccc(NC2=NS(=O)(=O)c3ccccc32)cc1
→ 1%, 1%, -15%, -8%, 0%, -8%, -0.5, x, -24%
> COc1ccc(N(CC(=O)N2CCCC2)S(=O)(=O)c2ccc(NC(C)=O)cc2)cc1
→ 8%, 2%, -12%, 6%, -13%, 92%[activator], -0.2, -7%, -3%
> O=C(NC1(C(F)(F)F)NC(=O)N(Cc2cccnc2)C1=O)c1ccccc1Cl (configuration not stated)
→ -9%, -2%, 0%, -5%, -2%, 16%, 0.2, 0%, 0%
> Cc1ccc(C)c(N(C(=O)c2ccco2)C(C(=O)NC2CCCC2)c2ccco2)c1 (configuration not stated)
→ 53%, -10%, -4%, -12%, -2%, 45%[activator], -0.4, -7%, -7%
> COc1ccc(/C=N/NC2=NS(=O)(=O)c3ccccc32)cc1OC(C)=O
→ 47%, -1%, 3%, -3%, -1%, 123%[activator], 1.0, -8%, -10%
> COc1ccc(C(=O)Oc2ccc(C(c3c(C)[nH][nH]c3=O)c3c(C)[nH][nH]c3=O)cc2OC)cc1
→ 0%, -4%, -30%, 3%, -4%, u, 1.1, x, -14%
> CCOc1ccccc1N1CCN(C(=O)[C@@H]2CCCN2C2=NS(=O)(=O)c3ccccc32)CC1
→ x, 8%, 267%[activator], x, x, -5%, -1.0, 24%, -2%
> Cc1ccc(C)c(S(=O)(=O)N/N=C/c2ccc(F)cc2)c1
→ u, 5%, u, -6%, -8%, 0%, 0.0, 13%, -11%
> COCc1c(C(=O)N/N=C/c2c[nH]c3ccccc23)nnn1-c1nonc1N
→ u, 7%, 2%, 1%, -9%, 9%, 0.7, 14%, -2%
> C(#Cc1c(-c2ccsc2)sc2ccccc12)c1ccsc1
→ x, -3%, -29%, x, x, -21%, x, 13%, -6%
> Cc1ccc(S(=O)(=O)N2CCOCC2)cc1C(=O)N1CCC(Cc2ccccc2)CC1
→ 2%, 0%, -3%, -6%, -3%, 16%, 1.3, 11%, -8%
> CCc1cccc(CC)c1-n1c(SCn2nnc3ccccc3c2=O)nnc1-c1cccnc1
→ -14%, -13%, 0%, u, -6%, -3%, -0.6, 0%, -12%
> O=C(CSc1nccn1-c1cccc(Cl)c1)NC1CCCC1
→ 4%, 16%, 105%[activator], -11%, -2%, 7%, 0.0, 0%, 0%
> COc1ccccc1CN1CCNC(=O)C1CC(=O)N(C)Cc1ccon1 (configuration not stated)
→ -10%, -1%, 0%, -5%, -2%, -29%, 1.1, 9%, -7%
> COc1ccc(OCC(=O)N/N=C2\CCCCc3ccccc32)cc1
→ 6%, 22%, 9%, u, -5%, 30%[activator], -1.0, 9%, -14%
> Cc1[nH]nc(N=CC2=C(O)CC(c3ccco3)CC2=O)c1-c1ccccc1 (configuration not stated)
→ -23%, 3%&3%, 5%&-5%, -22%, -20%, u, 0.4, 10%, -6%&-10%
> Cc1cc(Sc2nnc(/N=C/N(C)C)s2)c2ccccc2n1
→ 28%, -4%, 0%, 1%, 2%, -16%, 0.4, -3%, -21%
> O=C(c1ccccc1Cl)N(Cc1ccc(Br)cc1)N1C(=O)CCC1=O
→ 12%, 8%, -3%, -8%, -1%, 35%, 0.4, 1%, 10%
> COc1ccc(C2=NN(CC(=O)NCCc3ccccc3)C(=O)CC2)cc1
→ 12%, -2%, 0%, u, 2%, 5%, -1.1, x, -12%[60.1 µM]
> COC(=O)c1ccc(C23CC4(C2)[C@H](CN(C)[C@@H]4c2ccccc2)C3c2ccccc2)cc1 (some centres not stated)
→ -25%, 6%, 0%, -15%&-6%, -12%&1%, u, -0.1, -4%&-4%, 0%
> Cc1cc2occ(CC(=O)Nc3nccs3)c2cc1C(C)C
→ -2%, -4%, -27%, -2%, -4%, 18%, -0.1, 0%, -10%
> CSCCC(NC(=O)c1ccccc1)C(=O)Nc1ccc(NC(C)=O)cc1 (configuration not stated)
→ 26%, x, -18%, -4%, 6%, x, 0.5, 5%, x
> CN(C)S(=O)(=O)c1ccc(N2CCCC2)c(C(=O)NNC(=O)COc2ccccc2Cl)c1
→ x, -3%, 12%, x, x, 25%, -0.2, 23%, -2%
> COc1cccc(CN2CC(C(=O)NCCCn3ccnc3C)CCC2=O)c1 (configuration not stated)
→ 26%, 16%, i, -7%, -1%, -12%, 0.8, 3%, 0%
> Cc1ccc2ccc(S(=O)(=O)NCc3ccco3)cc2c1
→ 17%, 8%, u, -11%, -8%, 108%[activator], -0.3, -13%, -16%

One compound at a time (already shown).
Cc1ccc(S(=O)(=O)N2CCOCC2)cc1C(=O)N1CCC(Cc2ccccc2)CC1 is listed with Pol beta inh: 2%; ERG-DNA inh: 0%; ALOX12 inh: -3%; Anesthetic bind: -6%; BLM inh: -3%; POLI inh: 16%; TRHR ag: 1.3; APE1 inh: 11%; POLK inh: -8%
O=C(NC1(C(F)(F)F)NC(=O)N(Cc2cccnc2)C1=O)c1ccccc1Cl (configuration not stated) is listed with Pol beta inh: -9%; ERG-DNA inh: -2%; ALOX12 inh: 0%; Anesthetic bind: -5%; BLM inh: -2%; POLI inh: 16%; TRHR ag: 0.2; APE1 inh: 0%; POLK inh: 0%
